EPAC1 antag: antagonists of human EPAC1; O95398; EPAC1 GEF assay, Rap1b-BODIPY-GDP exchange fluorescence; Potency, µM (titrated, usually from 115 µM), inactives show top-dose activity change, negative = inhibition, most hits filed as inhibitors; 0.14% of 360,000 active;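 also: potency is read from the fitted curve at half-maximal effect; plate controls were vehicle for no effect and positive control for full effect; nearly all actives have a fitted effect of over 50% in size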
WRN inhibitor: inhibitors of human WRN helicase | WRN helicase unwinding, fluorescent forked duplex, kinetic | Potency, µM (doses to about 114 µM), inactives show at the top dose activity change, negative = inhibition, hits mostly inhibitors | 0.46% of 360,000 active; also: potency is read from the fitted curve at half-maximal effect; % is scaled to controls: 0 for no effect and ±100 for the full control effect; nearly all actives have a fitted effect of over 55% in size
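Primary qHTS, 1536-well format. 20 nM WRN + compound, 15 min RT; start with 100 nM forked fluorophore/quencher duplex, 2 mM ATP (final); kinetic read ex 525/em 598 nm.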
EPAC1 ag: EPAC1 (human) agonism | 0.073% of 360,000 active | O95398 | EPAC1 agonist qHTS, biochemical assay; response scale: 100% = response to 6.5 mM cAMP | AID 720707 | Potency, µM (titrated, usually from 154 µM), for inactives: top-dose activation, most hits filed as activators; also: potency is read from the fitted curve at half-maximal effect; nearly all actives have a fitted effect of over 60% in size
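EPAC1 100 nM, Rap1B–BODIPY-GDP 250 nM, unlabeled GDP 50 uM; compound titration; 5 min RT; kinetic read ex480/em540 at 5-min intervals ×30 min; data normalized to 6.5 mM cAMP agonist control.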
CCT chaperon mod: changes cytosolic chaperonin activity | purified chaperonin ATPase assay, HTRF ADP detection, 30 min | activity change, % (no concentration beside the values), hits read low | 0.3% of 360,000 active | AID 651819; in the data active = activity change below about -30%; also: % is scaled to controls: 0 for no effect and ±100 for the full control effect
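Enzyme 40 or 20 nM (batch-dependent) in Tris pH 7.4/KCl/MgCl2/DTT; cpd 76 uM single point; ATP 10 uM; 30 min 37 °C; Transcreener ADP HTRF detection, 30 min RT; ratio 665/615.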
EPAC2 agonist: EPAC2 (human) agonism; Potency, µM (top dose mostly 154 µM), inactives show at the top dose activation, hits mostly activators; Q8WZA2; EPAC2 activation, biochemical qHTS; response scale: 100% = 6.5 mM cAMP response; AID 720711; 0.079% of 360,000 active; also: potency is read from the fitted curve at half-maximal effect; nearly all actives have a fitted effect of over 50% in size
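In this primary screen, activation is scored as increased exchange of BODIPY-GDP from Rap1B by 100 nM EPAC2, with 50 uM GDP as competitor. Signal is normalized to the 6.5 mM cAMP agonist control.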
PLK1 PBD block: inhibitors of human PLK1 polo-box domain binding; P53350; Potency, µM, for the others: max response, negative = inhibition, hits mostly inhibitors; 2.8% of 360,000 active; AID 720504; Plk1 PBD binding of FITC phosphopeptide, fluorescence polarization; also: potency is read from the fitted curve at half-maximal effect; series mostly up to about 57 µM; % is scaled to controls: 0 for no effect and ±100 for the full control effect; nearly all actives have a fitted effect of over 65% in size
Target sequence (P53350 whole entry, looked up, the tested form may be a part): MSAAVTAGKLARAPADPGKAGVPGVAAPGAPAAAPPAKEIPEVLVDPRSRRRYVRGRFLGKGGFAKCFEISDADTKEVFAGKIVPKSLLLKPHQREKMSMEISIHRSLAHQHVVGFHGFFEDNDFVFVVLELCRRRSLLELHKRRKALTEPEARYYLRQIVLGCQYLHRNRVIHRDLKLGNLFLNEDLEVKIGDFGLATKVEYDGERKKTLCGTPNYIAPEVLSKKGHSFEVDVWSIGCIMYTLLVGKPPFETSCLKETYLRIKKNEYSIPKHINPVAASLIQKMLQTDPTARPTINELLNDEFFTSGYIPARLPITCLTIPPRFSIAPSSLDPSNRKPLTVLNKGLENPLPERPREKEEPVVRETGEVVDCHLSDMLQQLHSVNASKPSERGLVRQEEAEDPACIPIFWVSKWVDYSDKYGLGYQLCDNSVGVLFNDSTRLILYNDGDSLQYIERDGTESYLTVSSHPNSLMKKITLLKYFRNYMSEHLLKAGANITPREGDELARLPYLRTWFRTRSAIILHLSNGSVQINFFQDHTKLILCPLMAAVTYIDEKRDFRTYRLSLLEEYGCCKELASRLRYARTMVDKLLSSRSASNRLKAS
PI5P4K alpha inh: PI5P4K alpha (human) kinase inhibition; PI5P4Kalpha enzyme, ADP-Glo luminescence, 60 min; stronger effect = lower value; 1.2% of 330,000 active; AID 652105; max response, %; P48426; active = max response of -50% or lower; inconclusive = between -30% and -50%; inactive = -30% or higher; also: value at the top dose of about 77 µM; % is scaled to controls: 0 for no effect and ±100 for the full control effect
Target sequence (P48426 whole entry, looked up): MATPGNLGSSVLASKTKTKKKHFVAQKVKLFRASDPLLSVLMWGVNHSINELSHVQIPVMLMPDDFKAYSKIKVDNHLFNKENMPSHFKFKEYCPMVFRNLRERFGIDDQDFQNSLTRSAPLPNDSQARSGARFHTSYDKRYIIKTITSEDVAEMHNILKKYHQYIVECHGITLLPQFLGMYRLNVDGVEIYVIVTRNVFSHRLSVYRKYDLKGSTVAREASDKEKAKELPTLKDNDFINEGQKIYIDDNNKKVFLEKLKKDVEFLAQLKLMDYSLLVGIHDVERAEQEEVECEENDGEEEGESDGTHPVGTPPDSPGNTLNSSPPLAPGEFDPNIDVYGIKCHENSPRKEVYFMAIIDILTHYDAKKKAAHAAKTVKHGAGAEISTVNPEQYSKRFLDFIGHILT
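Compounds were pin-transferred onto PI5P4Kalpha and substrate in HEPES pH 7.4 buffer with EGTA, CHAPS and 5% DMSO. ATP (5 microM final) started the reaction, which ran 60 minutes at room temperature before ADP-Glo detection.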
IL-2 act: activators of IL-2. AID 652025. IL-2 activation reporter assay, cell-based qHTS; stimulated with anti-CD3/CD4/CD28 beads; in transgenic mouse T cells. activation, % (series mostly up to about 46 µM). 0.065% of 360,000 active; in the data active = activation above about 50%; inconclusive = mostly about 30% to 49%; also: 0% is about no effect
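EGFP and DsRed fluorescence is measured by plate cytometry in unstimulated transgenic mouse T cells exposed to compound for 60 minutes, then stimulated 18 hours at 37 degrees C with anti-CD3/anti-CD4 beads plus anti-CD28.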
* hit, by the source's call; ? = inconclusive; · = not tested or not shown; [ ] = dose if it differs, or a comment. Unless noted, calls follow the shape of the dose curve; as a rule, active = well fitted curve in the direction sought with a large enough effect; inconclusive = small, poorly fitted or top-dose-only effect, or another doubt; inactive = no such curve, though single readings can be large; an effect the other way counts as inactive or inconclusive. Some of the compounds tested, so the mix of outcomes need not match the whole.

SMILES | IL-2 act | PLK1 PBD block | PI5P4K alpha inh | EPAC1 antag | EPAC1 ag | CCT chaperon mod | EPAC2 agonist | WRN inhibitor
O=C(Nc1ccc2c(c1)CCC2)c1ccc(F)c(S(=O)(=O)N2CCOCC2)c1 | -3.3 | -6% | 4 | -20% | 2% | -1.6 | 12% | -5%
CC(=O)Nc1ccc(NC(=O)c2c([N+](=O)[O-])c(C(C)(C)C)nn2C)cc1 | 0.2 | -7% | 5 | 3% | -1% | -2.1 | 1% | 6%
Cc1c(C(=O)Nc2ccncc2)oc2ccccc12 | -3.0 | 0% | · | 9% | -10% | -0.2 | 5% | 4%
COC(=O)c1nc2cc3c(cc2c(C)c1C(=O)OC)OCO3 | -0.9 | -7% | -1 | 5% | -1% | -2.4 | 10% | 0%
COC(=O)c1sc(S(=O)(=O)NC(Cc2ccccc2)C(=O)O)c(C(=O)OC)c1C (stereo not given) | -0.1 | 2% | 0 | 4% | -8% | -1.5 | 6% | 1%
CN(C)c1ccc(/C(=N\O)c2ccccc2)cc1 | -3.4 | -6% | · | 3% | 6% | -2.6 | -4% | -3%
Cc1cc(C(=O)Nc2ccc(Br)cc2)c2ccccc2n1 | -1.2 | 8% | 2 | -2% | -2% | -0.9 | -5% | -5%
COCCNC(=O)C(c1ccc(C)cc1)N(CCOC)C(=O)CCC(=O)Nc1ccccn1 (stereo not given) | 0.3 | -28% | 0 | -1% | 7% | -0.4 | 7% | 0%
CNC(=S)NC1CC2CCCC(C1)N2Cc1ccccc1OC (stereo not given) | 0.3 | 2% | -3 | 4% | 1% | 2.4 | 5% | -12%
COc1cc(-c2nnc(CSc3nnc4nc(C)cc(C)n34)o2)cc(OC)c1OC | 1.0 | -4% | 4 | -30% | 1% | -4.0 | 14% | 4%
O=C(COc1ccccc1)N1CCN(c2nnc(-c3ccccc3)c3ccccc23)CC1 | -2.7 | -10% | · | -3% | 7% | -3.7 | 5% | 15%
Cc1ccc(NC(=O)C2CSC3(C)CCC(=O)N23)cc1S(=O)(=O)N1CCCCCC1 (stereo not given) | -0.4 | 5% | 2 | -19% | -10% | 1.9 | -15% | -7%
COc1ccc(S(=O)(=O)N(C)C)cc1NC(=O)CCCSc1ccccc1 | -2.7 | -4% | 1 | -5% | 6% | -0.1 | 19% | -31%
C=C(C)c1cccc(C(C)(C)NC(=O)Nn2cnnc2)c1 | -2.6 | -2% | · | -1% | -7% | -0.3 | -4% | 0%[57.1 µM]
CCOC(=O)C1=CCN(S(=O)(=O)c2ccc(F)cc2)C1c1cccc(F)c1 (stereo not given) | -0.3 | -15% | 6 | -30% | 4% | -0.4 | 6% | -6%
C=CC(=O)NC(C)(C)CCN1CCOCC1 | 1.8 | -6% | 0 | -1% | 3% | -3.6 | 15% | 5%
C=CCOc1ccc(C=Nc2cccc(Cl)c2)c(O)c1 | -1.8 | 1% | -5 | 4% | -3% | 0.4 | -9% | -2%
Cc1ccc(NS(=O)(=O)c2cccc(C(=O)N/N=C/c3ccc4c(c3)OCCO4)c2)c(C)c1 | -0.4 | -1% | -2 | -8% | 7% | -0.9 | 3% | -6%
N#CCC(=O)Nc1ccc(C(=O)OCC(=O)NNC(=O)c2ccc(Cl)cc2)cc1 | -0.3 | 5% | ? | -13% | 10% | -0.4 | 9% | ?
COc1ccc(OCC(=O)N2CCN(S(=O)(=O)c3ccc(Cl)s3)CC2)cc1 | 0.0 | -18% | 4 | -1% | 11% | -1.9 | 17% | -2%

2 entries from above, field by field:
CN(C)c1ccc(/C(=N\O)c2ccccc2)cc1
- IL-2 act: -3.4
- PLK1 PBD block: -6%
- PI5P4K alpha inh: ·
- EPAC1 antag: 3%
- EPAC1 ag: 6%
- CCT chaperon mod: -2.6
- EPAC2 agonist: -4%
- WRN inhibitor: -3%

Cc1cc(C(=O)Nc2ccc(Br)cc2)c2ccccc2n1
- IL-2 act: -1.2
- PLK1 PBD block: 8%
- PI5P4K alpha inh: 2
- EPAC1 antag: -2%
- EPAC1 ag: -2%
- CCT chaperon mod: -0.9
- EPAC2 agonist: -5%
- WRN inhibitor: -5%

Other compounds follow:
SMILES | IL-2 act | PLK1 PBD block | PI5P4K alpha inh | EPAC1 antag | EPAC1 ag | CCT chaperon mod | EPAC2 agonist | WRN inhibitor
COc1cc(OC)cc(C(=O)N[C@H](C(=O)N2CCc3ccccc32)C(C)C)c1 | -0.1 | 6% | 3 | 11% | 9% | -1.4 | -4% | -11%[57.1 µM]
O=C(CN1c2ccccc2Sc2ccccc21)NNC(=O)Nc1ccc(Cl)c(Cl)c1 | 0.1 | -5% | -28 | -19% | 14% | 1.1 | 12% | -5%
Fc1ccc(Nc2ccc3ccccc3n2)c(F)c1 | -2.6 | -1% | 4 | -17% | -5% | -2.2 | 12% | 5%
COc1ccc2c(c1)C=CC1(O2)N(CCO)c2ccccc2C1(C)C (stereo not given) | 0.4 | -1% | 0 | -13% | 10% | 1.8 | 17% | -13%
COc1cc(OC)cc(-c2cc(N)n(S(=O)(=O)Cc3ccccc3)n2)c1 | -3.2 | 6% | -3 | -5% | -3% | -3.7 | 21% | -10%
COc1ccc(NC(=O)CCCC(=O)c2ccccc2)cc1OC | 0.1 | -19% | -2 | -27% | 8% | -2.3 | 4% | -1%[57.1 µM]
O=C(CCCNS(=O)(=O)c1cccs1)N1CCN(c2cccc(Cl)c2)CC1 | -1.2 | -6% | 1 | -4% | -5% | -3.4 | 7% | -6%
CCN(CC)S(=O)(=O)c1ccc(Cl)c(C(=O)Nc2nnc(C)s2)c1 | -2.2 | 1% | · | 6% | 1% | 0.9 | -7% | -1%
C=C(CC)C(=O)c1ccc(OCC(=O)O)c(Cl)c1Cl | -0.2 | ? | -19 | -23% | -7% | -3.1 | 2% | ?
CC(=NNC(=O)c1ccc(NS(=O)(=O)c2ccc(Br)cc2)cc1)c1cccnc1 | 0.4 | 0% | -53* | 2% | 5% | 1.0 | 4% | -26%
CC(=NC1CCCC1)c1c(C)[nH]n(-c2nc3ccccc3s2)c1=O | 4.6 | 1% | -1 | 1% | 4% | -0.6 | 15% | -8%
COc1cc(CNc2ccc3[nH]c(=O)[nH]c3c2)ccc1OCC(=O)NC(C)(C)C | 1.6 | -1% | 1 | 2% | 1% | 0.0 | 8% | -9%
C#CCOCCOCCOCCNc1nc(N2CCOCC2)nc(N2CCN(C(=O)[C@H](CO)n3cc([C@@H](N)C(C)C)nn3)CC2)n1 | 0.5 | 6% | -3 | -1% | -2% | 0.2 | -5% | 7%
CCSc1nnc(NC(=O)CCNS(=O)(=O)c2ccccc2F)s1 | -0.7 | 3% | 0 | -6% | -2% | 1.9 | 1% | -3%[57.1 µM]
Nc1nc(=S)c2ncn(C3OC(CO)C(O)C3O)c2[nH]1 (stereo not given) | -1.8 | 11µM* | -81* | ? | -1% | -4.2 | 10% | 28µM*
CCOC(=O)C(=CNc1ccc(Oc2cccnc2)nc1)C(=O)OCC | -2.1 | -2% | -2 | -7% | -2% | 0.5 | 6% | -4%
CC(=O)N(C)C[C@@H]1Oc2ncc(C#Cc3ccc(F)cc3)cc2C(=O)N([C@@H](C)CO)C[C@H]1C | -0.4 | -5% | -3 | -9% | -6% | -0.7 | -5% | -7%
Cc1ccc(NC(=O)Nc2nnc(-c3ccccc3)o2)cc1 | -4.0 | -4% | 8 | -11% | 15% | 0.8 | -6% | -24%[57.1 µM]
Cc1ccc(S(=O)(=O)Nc2ccc(C(=O)NCCCn3ccnc3)cc2)cc1[N+](=O)[O-] | 1.0 | 0% | 0 | 6% | -5% | 0.1 | 5% | 1%
COc1cccc(CN2CCN(C(=O)c3cccc4ccccc34)CC2)c1 | 0.4 | -1% | -1 | 3% | 11% | 0.1 | 5% | -3%
Cc1ccccc1NC(=S)NCC1CCC(CNC(=S)Nc2ccccc2C)CC1 (stereo not given) | -0.3 | -10% | 5 | -1% | 1% | 0.2 | 2% | -3%
C[C@@H](C(=O)NCCc1ccccc1)N1C(=O)N2CCc3c([nH]c4ccccc34)[C@@]2(C)C1=O | 0.2 | -2% | -3 | -12% | -14% | -1.9 | 16% | 2%
CC(=O)c1cc2c(cc1N/C(=N/S(=O)(=O)c1ccc(C)cc1)c1ccc(Cl)cc1)OCO2 | -0.4 | 0% | 1 | -16% | 8% | -2.1 | -6% | -8%
O=C(Nc1cccc(Cl)c1)N1CCCC1 | -0.7 | 6µM* | -53* | -13% | 19% | 0.7 | 1% | 11%
COc1ccccc1N(C)S(=O)(=O)c1ccc(Cl)c(C(=O)OCc2c(C)noc2C)c1 | -1.1 | -5% | 3 | -15% | 8% | 0.5 | 25% | -6%
CS(=O)(=O)N(CC(=O)N1CCN(Cc2ccccc2)CC1)c1ccc2c(c1)OCCO2 | -1.4 | -2% | · | -27% | 1% | 0.6 | 5% | -6%
CCn1c(SCC(=O)NCCOc2ccccc2)nc2ccccc2c1=O | -0.9 | -2% | 3 | -16% | 0% | -0.8 | -2% | 0%
c1ccc(Cn2nnnc2CN2CCOCC2)cc1 | -3.4 | -5% | 1 | -6% | 11% | 1.7 | 0% | 1%
CSc1ccccc1OCc1cc(C(=O)N2CCc3c(Cl)cccc3C2)no1 | -1.0 | 0% | 2 | 3% | 5% | 0.6 | -4% | -7%
CC1(C)C(C=C(Cl)Cl)C1C(=O)Nc1ccc(S(=O)(=O)Nc2ncccn2)cc1 (stereo not given) | -1.3 | ? | -15 | -1% | -11% | 1.3 | 3% | -1%
CC(=O)Nc1ccc(S(=O)(=O)N(C)c2ccc(OCC(=O)OCC(=O)NCc3ccco3)cc2)cc1 | 1.3 | 0% | -13 | 0% | -5% | 0.4 | 0% | -3%
Cc1ccc(CN(C)C(=O)c2cc(Br)c(Br)s2)o1 | 1.4 | -21% | -29 | ? | 3% | -0.1 | 4% | -5%
CCOc1ccc(S(=O)(=O)NCCC(=O)N2CCCN(C)CC2)cc1 | -2.5 | -1% | 6 | 24% | -6% | -0.1 | 6% | 3%
Cn1nccc1NC(=O)Nc1ccc(OC(F)(F)F)cc1 | -1.0 | 1% | -1 | 2% | -4% | 0.9 | -6% | 0%
COc1ccc(CCNC(=O)C(=O)c2cn(CC(=O)N3CCCC3)c3ccccc23)cc1 | -3.2 | 7% | 1 | 7% | -8% | 0.5 | 3% | 5%
CCOC(=O)N1CCC(N2C(=O)c3ccccc3C2Nc2cc(OC)c(OC)c(OC)c2)CC1 (stereo not given) | -3.5 | -12% | -15 | -5% | 16% | -5.6 | 5% | -1%
